# MC4R ag barr = human MC4R agonism via beta-arrestin; P32245; AID 540308; U2OS MC4R beta-arrestin complementation, luminescence; percent of melanotan II response, DMSO zero; 0.98% of 360,000 active; activation, % at 8.9 µM;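 active = activation above a per-plate cutoff, the mean activation of sample wells on that plate plus 3 SD, cut at about 8% in these data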
# Target sequence (P32245 whole entry, looked up): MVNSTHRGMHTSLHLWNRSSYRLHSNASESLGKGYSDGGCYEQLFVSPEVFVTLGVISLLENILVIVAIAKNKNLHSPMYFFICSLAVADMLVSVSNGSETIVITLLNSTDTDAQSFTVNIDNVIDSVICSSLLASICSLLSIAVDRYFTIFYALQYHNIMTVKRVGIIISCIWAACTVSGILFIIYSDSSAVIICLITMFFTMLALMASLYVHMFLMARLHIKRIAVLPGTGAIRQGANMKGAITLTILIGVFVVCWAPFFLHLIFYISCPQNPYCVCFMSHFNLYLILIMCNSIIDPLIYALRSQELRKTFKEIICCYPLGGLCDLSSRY
# Granule exo inh = blocks lytic granule exocytosis; TALL-104 LAMP-1 surface exposure, flow cytometry; cells stimulated with thapsigargin and PMA; inhibition, % at 10 µM; 0.66% of 360,000 active;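 active = inhibition above about 55%, limit read from the data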
# N-glyco inh = N-linked glycosylation inhibition. D54 ERlucT glycosylation luciferase reporter, 24 h; percent of 100 nM tunicamycin response. reporter increase, % at 12.5 µM. 0.23% of 360,000 active. AID 588692;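 active = mean luciferase reporter signal, scaled so untreated is 0 and the glycosylation-blocking control 100, at or above a set limit in every replicate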;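 note: luciferase carries N-glycosylation sites so blocking glycosylation raises the light; 0% = median of neutral control wells and 100% = median of 100 nM tunicamycin wells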
# MC4R antagonist = blocks human MC4R cAMP signaling; inhibition, % at 6.5 µM; AID 540295; 0.48% of 360,000 active; MC4R-expressing cells, MTII-stimulated cAMP, LANCE TR-FRET; P32245;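 active = inhibition above its plate's cutoff, the mean of tested wells on that plate plus 3 SD, cut at about 29% in these data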;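 note: 0% = Melanotan II alone and 100% = Melanotan II plus saturating MCL0020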
#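 material = U2OS cells stably expressing human melanocortin 4 receptor (MC4R) | also added = Melanotan II challenge | dosing = single nominal compound dose of 6.5 µM | detection = TR-FRET with Eu-cAMP and labeled anti-cAMP, 671 nm | replication = singlicate | timing = compound 30 min, challenge 1 h, detection 1 h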
# TLR9-MyD88 block = TLR9-MyD88 interaction inhibition; CHO BLA complementation TLR9-MyD88, CCF4 FRET ratio; inhibition, % at 4.98 µM; 0.21% of 340,000 active;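 active = inhibition above the mean over all tested compounds plus 3 SD, cut at about 21% in these data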;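 note: 0% = DMSO only wells and 100% = clavulanate BLA inhibitor control wells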
# ABCB6 inh MLPCN = blocks the human ABCB6 transporter; Q9NP58; K562-ABCB6 porphyrin accumulation, flow cytometry, 1 h; stronger effect = lower value; fluorescence ratio to DMSO, % at 10 µM; 0.19% of 360,000 active; AID 602162;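 active = fluorescence ratio to DMSO below 75%, the collection mean minus 3 SD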;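 note: signal is porphyrin accumulated inside mitochondria; 100% equals median channel fluorescence of DMSO control wells; lower ratio means ABCB6 inhibition with less porphyrin fluorescence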
# ABHD5-PLIN5 inh = blocks binding of human ABHD5 to perilipin-5. Split G. princeps luciferase complementation, luminescence, 4 h. AID 602281. 0.78% of 360,000 active. inhibition, % at 4 µM;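 active = inhibition above the mean inhibition across every tested compound plus 3 SD, cut at about 22% in these data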;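 note: 0% = DMSO only wells and the 100% control is not disclosed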
# aDG glyco up = alpha-DG glycosylation activation; 0.22% of 360,000 active; Pro5-aDG cells, alpha-DG glycosylation AlphaScreen (IIH6); 0% Pro5, 100% B10-LARGE cell signal; AID 624168; activation, % at 10 µM;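 active = activation of at least 8% versus controls, or a plate z-score of at least 8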;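 note: Pro5 are CHO cells carrying HIG-tagged alpha-DG that lacks glycosylation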
# NOD2-RIPK2 inh = NOD2-RIPK2 protein interaction inhibition; O43353; CHO BLA complementation NOD2-RIPK2, CCF4 ratio; inhibition, % at 4.98 µM; 0.38% of 360,000 active; AID 624267; in the data active = inhibition above about 21%;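 note: 0% = vehicle only and 100% = reference blocker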
# Target sequence (O43353 whole entry, looked up): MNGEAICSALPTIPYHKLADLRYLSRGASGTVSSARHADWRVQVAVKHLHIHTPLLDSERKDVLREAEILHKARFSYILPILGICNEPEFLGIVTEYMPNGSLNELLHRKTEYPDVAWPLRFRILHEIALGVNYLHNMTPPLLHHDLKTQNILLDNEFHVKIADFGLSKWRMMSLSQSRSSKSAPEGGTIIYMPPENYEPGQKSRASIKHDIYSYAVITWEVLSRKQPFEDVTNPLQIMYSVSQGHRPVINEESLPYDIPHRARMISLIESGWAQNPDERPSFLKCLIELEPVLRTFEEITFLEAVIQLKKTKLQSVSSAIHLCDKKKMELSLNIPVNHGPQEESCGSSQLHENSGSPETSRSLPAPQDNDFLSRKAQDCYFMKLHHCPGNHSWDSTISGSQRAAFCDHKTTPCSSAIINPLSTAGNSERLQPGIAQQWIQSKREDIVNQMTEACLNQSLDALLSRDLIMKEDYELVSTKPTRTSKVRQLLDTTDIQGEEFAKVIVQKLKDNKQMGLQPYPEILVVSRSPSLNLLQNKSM
# Vif inh = blocks HIV Vif function; inhibition, % at 7.49 µM; 0.35% of 340,000 active; HEK293T cells, Vif self-association by quenched fluorescence, imaging, 24 h; AID 602346; in the data active = inhibition above about 50%, passing the limit was not always enough; note: some results filed as inactive read as strong as hits
# * marks the source's active call; other numbers are inactive results; / = no result given. An excerpt; count on the stated rates, not on these rows.
smiles | MC4R ag barr | Granule exo inh | N-glyco inh | MC4R antagonist | TLR9-MyD88 block | ABCB6 inh MLPCN | ABHD5-PLIN5 inh | aDG glyco up | NOD2-RIPK2 inh | Vif inh
COc1ccc(CC(NC(C)=O)C(=O)NC2CCN(S(=O)(=O)c3ccc(NC(C)=O)cc3)CC2)cc1OC (configuration not stated) | -0.7 | -1 | 3 | 0 | / | 93 | 0 | 0.0 | -3 | 0
CCc1ccc(NC(=O)C2=CC(c3ccc(OC)c(OC)c3)=NS(=O)(=O)N2C)cc1 | 0.2 | 6 | 0 | -5 | -1 | 84 | -13 | -0.1 | -9 | /
CCCCOc1ccc(NC(=O)CSCC(=O)OCC)cc1 | 0.0 | -4 | 1 | 5 | 3 | 103 | -4 | 0.4 | 6 | 3
CCOC(=O)C(N=Nc1nn[nH]n1)C(C)=O (configuration not stated) | -1.9 | 50 | 1 | 0 | 5 | 93 | -1 | 0.1 | -9 | 8
Cc1cc(OCC(=O)NCCCN2CCOCC2)c2c(C)cc(=O)oc2c1 | -0.9 | -1 | 3 | 8 | 8 | 104 | 0 | 0.3 | 6 | 2
O=C(CN(C(=O)c1csnn1)c1ccc2c(c1)OCCO2)NCc1ccc(F)cc1 | -1.3 | -12 | 1 | -1 | 3 | 82 | -9 | 0.1 | -2 | 10
CCN(CC)C(=O)C1=C(C)N(Cc2ccc(OC)cc2)C(=O)C(CC(=O)NCc2cccs2)C1 (configuration not stated) | 0.3 | 7 | 2 | 15 | 7 | 100 | -2 | -0.3 | -15 | -2
CN(C)S(=O)(=O)NCCNC(=O)c1cc(OCC(F)(F)F)ccc1OCC(F)(F)F | -1.9 | 0 | 2 | -2 | 7 | 98 | 1 | 0.1 | -2 | -7
C=CCN1C(=O)c2ccc(C(=O)N(C)CC(=O)Nc3ccc(OCC)c(OCC)c3)cc2C1=O | -2.0 | 12 | 0 | -2 | -3 | 103 | 0 | -0.1 | -2 | 12
C/C(CCC12CC3CC(CC(C3)C1)C2)=N\NC(N)=S | -2.7 | -4 | 3 | 10 | 2 | 98 | -6 | 1.1 | 3 | -2
CCC1(CC)Nc2ccccc2C(=O)N1c1ccc(NC(C)=O)cc1 | -1.9 | 0 | -1 | 0 | 7 | 101 | 2 | 0.0 | 0 | 8
C/C(=C\C(=O)c1ccc(F)cc1)Nc1ccc(N2CCOCC2)cc1 | -3.0 | -2 | / | 1 | -2 | 98 | -7 | 0.2 | -3 | /
CN(CCO)S(=O)(=O)c1ccc2c(c1)C(=NO)c1cc(S(=O)(=O)N(C)CCO)ccc1-2 | -4.9 | 2 | -2 | 5 | 6 | 98 | -2 | 0.5 | 2 | -5
O=C(NCCCn1ccnc1)/C(=C\c1ccccc1Cl)NC(=O)c1ccccc1 | -1.0 | -3 | 0 | -2 | -3 | 100 | -1 | -0.2 | -5 | 11
CC(C)(C)NC(=O)CN1CCC(O)(c2ccc3c(c2)OCO3)CC1 | -2.6 | 2 | 3 | 8 | 3 | 95 | 7 | 0.2 | -9 | -2
S=C(Nc1ccccc1)Nc1nc2ccccc2n1CCOc1ccccc1 | -1.5 | 1 | -3 | -1 | -1 | 99 | 7 | -0.4 | -4 | -7
C[C@H]1CN([C@@H](C)CO)C(=O)c2cccc(NC(=O)Nc3ccc(C(F)(F)F)cc3)c2O[C@@H]1CN(C)S(=O)(=O)c1ccccc1 | -1.2 | 8 | -1 | 15 | 1 | 88 | 7 | 1.0 | 2 | 6
CC(C)c1ccc2c(c1)C1Cc3ccccc3C1N2 (configuration not stated) | 1.4 | 0 | -1 | 4 | 6 | 113 | -4 | 0.3 | 4 | -4
CCOC(=O)C1=C(c2ccccc2)OC(N)=C(C#N)C1C(C)C (configuration not stated) | 1.2 | -3 | 6 | 2 | 2 | 119 | -7 | -0.1 | 1 | 5
CCOC(=O)C1CCN(c2c(NCCCN3CCCCC3)c(=O)c2=O)CC1 | -1.8 | 2 | 1 | 12 | -8 | 100 | 3 | 0.0 | 1 | 5
O=C(O)Cc1ccccc1C(=O)O | -1.8 | -9 | 3 | 4 | 3 | 101 | -4 | -0.1 | -7 | -17
CN1CCC23c4ccccc4NC1C21CCN(C)C3Nc2ccccc21 | -0.6 | -4 | -3 | 6 | 6 | 101 | 8 | 2.9 | -9 | 19
Cc1c(CCC(=O)N[C@@H](C)C(=O)O)c(=O)oc2cc3occ(-c4ccccc4)c3cc12 | -0.9 | -6 | 1 | 2 | 3 | 104 | 5 | -0.1 | -8 | -1
COc1ccccc1CC1CC(=O)N(c2ccc([N+](=O)[O-])cc2)C1=O (configuration not stated) | -1.4 | 2 | 3 | 6 | -4 | 95 | 3 | -0.1 | 1 | 2
C=CCOc1cccn2c(N(C=O)Cc3ccccc3)c(CC)nc12 | 0.6 | 0 | 1 | 24 | / | 101 | 1 | 0.3 | 10 | 7
COc1cc(/C=N/N2CCCCC2)cc(OC)c1O | -1.6 | 11 | 1 | 9 | -6 | 112 | 3 | 0.0 | -15 | /
COc1cccc(-n2cc3c(=O)n(C)c(=O)n(C)c3c2)c1 | -0.1 | -2 | 6 | 3 | -9 | 95 | 0 | -0.1 | 4 | -6
CN1C(=O)/C(=C/c2ccco2)SC1=Nc1cccc(C(=O)O)c1 | -1.3 | 40 | 0 | 6 | 4 | 109 | -4 | 0.3 | -8 | -2
COc1ccc(C(N)c2csc(Nc3nncc4ccccc34)n2)cc1 (configuration not stated) | 3.9 | 15 | -2 | -12 | / | 88 | -1 | 1.0 | 12 | 2
CC1(C)C2CCC1(C)C(OC(=O)CCn1ccnc1)C2 (configuration not stated) | 1.0 | 0 | 1 | -6 | -8 | 93 | -2 | 0.1 | -5 | 27

# More compounds follow:
smiles | MC4R ag barr | Granule exo inh | N-glyco inh | MC4R antagonist | TLR9-MyD88 block | ABCB6 inh MLPCN | ABHD5-PLIN5 inh | aDG glyco up | NOD2-RIPK2 inh | Vif inh
COc1ccccc1CN1C[C@@H]2C[C@@H](c3ccc(Cl)cc3)N3CCC[C@@]23C1=O | -3.6 | 3 | 0 | -2 | -3 | 99 | 2 | 0.5 | -7 | 4
CCOC(=O)C1(C)/C(=N/Nc2ccc(S(N)(=O)=O)cc2)C(=O)C(=O)N1c1ccccc1 (configuration not stated) | -2.5 | -3 | 3 | 2 | 3 | 102 | 2 | -0.1 | 1 | 15
O=S(=O)(N1CCOCC1)n1cnc2ccccc21 | 0.8 | -7 | 2 | 3 | -10 | 95 | -9 | -0.1 | -5 | /
CCn1c(N2CCN(C(=O)NC3CCCCC3)CC2)nc2ccccc21 | -2.7 | 3 | 1 | 11 | 1 | 99 | -4 | 0.2 | 3 | 2
COc1cccc(-c2cc(C(=O)Nc3ccc(OC)c(OC)c3)no2)c1 | 0.1 | 1 | -1 | 4 | 5 | 104 | 3 | -0.1 | 2 | 0
OC(CNCCc1ccc(Cl)cc1)COCc1ccco1 (configuration not stated) | 1.8 | 1 | 1 | 17 | -11 | 109 | 3 | 0.0 | -10 | 32
COc1ccccc1-c1nc(SCC(=O)Nc2cc(C)on2)c2c(=O)n(C)c(=O)n(C)c2n1 | -1.8 | -15 | -1 | 23 | -15 | 99 | -2 | 0.4 | 8 | -4
CN(CC(=O)Nc1ccc(OC(F)(F)F)cc1)C(=O)c1ccc(N2CCCC2=O)cc1 | 0.2 | -1 | -1 | -1 | -12 | 99 | 2 | 0.3 | -9 | -19
C#CCN1C=C(C(=O)OCC)C(C)NS1(=O)=O (configuration not stated) | -4.8 | 0 | -1 | 14 | 0 | 98 | -2 | 0.1 | -4 | -7
C/C(CC(=O)Nc1cccc(C(F)(F)F)c1)=N\NC(=O)C1CCCCC1 | -0.6 | 1 | 0 | 15 | -4 | 89 | -1 | -0.5 | -7 | 5
CCOc1ccccc1C(=O)NC1CCN(Cc2ccccc2)CC1 | 0.3 | -5 | 0 | 7 | -1 | 98 | -6 | 0.0 | -11 | 3
COCCNC(=O)CN(C(=O)CCC(=O)Nc1nccs1)c1ccccc1OC | -2.0 | -2 | -1 | 4 | 6 | 92 | -1 | 0.0 | -8 | -10
Cc1cccc(NC(=O)C2CCCN(S(=O)(=O)c3ccc4[nH]c(=O)ccc4c3)C2)n1 (configuration not stated) | -1.3 | 4 | 2 | 11 | -3 | 95 | 1 | 0.2 | 5 | -8
CC(OC(=O)CCCN=C1NS(=O)(=O)c2ccccc21)C(=O)Nc1ccccc1F (configuration not stated) | -1.1 | -8 | -1 | 8 | 1 | 94 | 4 | 0.2 | 0 | 1
Cc1ccc(C(C(=O)NC2CCCCC2)N(Cc2cccnc2)C(=O)C2COc3ccccc3O2)o1 (configuration not stated) | 1.9 | -2 | -3 | -2 | -2 | 98 | 4 | 0.2 | -21 | -6
O=C(N/N=C/c1cccnc1)c1cc(-c2ccc(Cl)cc2)nc2ccccc12 | -1.8 | 2 | 18 | 5 | -12 | 96 | 3 | -0.1 | 5 | -2
Nc1ncn(C(=O)c2ccco2)n1 | 0.0 | 4 | 0 | -3 | 1 | 88 | 5 | -0.1 | -17 | /
COc1ccc(NC(=O)Nc2ccc3c(c2)C(=O)N([C@H](C)CO)C[C@H](C)[C@@H](CN(C)C(=O)NC2CCCCC2)O3)cc1 | 1.5 | 0 | 1 | 1 | -10 | 104 | -7 | 0.2 | -7 | -5
CCCNC(=O)C1(C)CCN(C(=O)c2cc(C)nn2C(C)(C)C)C1 (configuration not stated) | -2.3 | 8 | -3 | -4 | / | 82 | -6 | -0.2 | -6 | /

# Part of the list above, as labelled records:
> CCn1c(N2CCN(C(=O)NC3CCCCC3)CC2)nc2ccccc21
  MC4R ag barr = -2.7
  Granule exo inh = 3
  N-glyco inh = 1
  MC4R antagonist = 11
  TLR9-MyD88 block = 1
  ABCB6 inh MLPCN = 99
  ABHD5-PLIN5 inh = -4
  aDG glyco up = 0.2
  NOD2-RIPK2 inh = 3
  Vif inh = 2
> COc1cccc(-c2cc(C(=O)Nc3ccc(OC)c(OC)c3)no2)c1
  MC4R ag barr = 0.1
  Granule exo inh = 1
  N-glyco inh = -1
  MC4R antagonist = 4
  TLR9-MyD88 block = 5
  ABCB6 inh MLPCN = 104
  ABHD5-PLIN5 inh = 3
  aDG glyco up = -0.1
  NOD2-RIPK2 inh = 2
  Vif inh = 0
> OC(CNCCc1ccc(Cl)cc1)COCc1ccco1 (configuration not stated)
  MC4R ag barr = 1.8
  Granule exo inh = 1
  N-glyco inh = 1
  MC4R antagonist = 17
  TLR9-MyD88 block = -11
  ABCB6 inh MLPCN = 109
  ABHD5-PLIN5 inh = 3
  aDG glyco up = 0.0
  NOD2-RIPK2 inh = -10
  Vif inh = 32
> COc1ccccc1-c1nc(SCC(=O)Nc2cc(C)on2)c2c(=O)n(C)c(=O)n(C)c2n1
  MC4R ag barr = -1.8
  Granule exo inh = -15
  N-glyco inh = -1
  MC4R antagonist = 23
  TLR9-MyD88 block = -15
  ABCB6 inh MLPCN = 99
  ABHD5-PLIN5 inh = -2
  aDG glyco up = 0.4
  NOD2-RIPK2 inh = 8
  Vif inh = -4

# High-throughput results as filed in PubChem.
